Giardia FBPA inh: inhibitors of Giardia lamblia fructose-1,6-bisphosphate aldolase. AID 2451. 290,000 tested, 0.71% active. Potency, µM (top dose mostly 59.6 µM), for the others: top-dose activity, negative = inhibition, most hits filed as inhibitors. purified Giardia FBPA. A8B2U2; further: potency means the concentration at half of the fitted maximal effect; nearly all actives have a fitted effect of over 55% in size
Target sequence (A8B2U2 whole entry, looked up): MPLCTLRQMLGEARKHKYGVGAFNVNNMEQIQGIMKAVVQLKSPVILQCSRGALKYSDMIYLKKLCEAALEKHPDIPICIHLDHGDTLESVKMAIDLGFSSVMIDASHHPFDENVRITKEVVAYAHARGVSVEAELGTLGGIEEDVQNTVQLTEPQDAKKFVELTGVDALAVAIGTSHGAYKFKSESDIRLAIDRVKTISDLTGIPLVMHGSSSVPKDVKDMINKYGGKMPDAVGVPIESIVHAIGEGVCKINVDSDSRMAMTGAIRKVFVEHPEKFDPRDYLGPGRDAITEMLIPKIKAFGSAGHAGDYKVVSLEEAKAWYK
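Giardia FBPA (40 nM reagent) was preincubated 10 min at RT with compound (up to 57.5 uM final), then substrate plus GAPDH/TPI/NAD/arsenate coupling system with diaphorase/resazurin was added; resorufin fluorescence (525/598 nm) was read after 20 min.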
HCV inhibitor: blocks hepatitis C virus. Huh7.5.1 HCVcc-Cre infection, luciferase reporter, 44 h. Potency, µM (doses to about 41.8 µM), for inactives: at the top dose activity change, negative = inhibition, actives largely listed as inhibitors. 340,000 tested, 3.4% active; further: potency means the concentration at half of the fitted maximal effect
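Infectious HCVcc-Cre (~0.5 moi) was added to cells just after compound, with cells seeded 4 h earlier at 1,000 per well. Luciferase activity after 44 h culture reported infection; substrate was incubated 15 min at room temperature before reading.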
HCMV inh: human cytomegalovirus inhibition; HFF cells, HCMV-luciferase reporter, 72 h; hits give low values; 410,000 tested, 4.5% active; activity change, negative = inhibition, % at 57.5 µM; in the data active means activity change below about -60%; inconclusive means no clear call, values can overlap the other calls; inactive means above about -39%
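Inhibition of viral replication was scored as loss of reporter luminescence in HFFs infected with HCMV-luciferase (MOI 1 PFU/cell) for 72 h; compounds tested at 2 doses, normalized to buffer and Salinomycin controls.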
AMA1-RON2 inh: AMA1-RON2 (P. falciparum) interaction inhibition | AlphaScreen AMA1-biotinylated RON2 peptide binding | Potency, µM (highest dose often 58.2 µM), without a hit: at the top dose activity change, negative = inhibition, hits mostly inhibitors | 360,000 tested, 0.2% active;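 further: potency means the concentration at half of the fitted maximal effect; 0% = vehicle wells and -100% = peptide control; nearly all actives have a fitted effect of over 45% in size; some results filed as inactive show a strong effect at the top dose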
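AMA1 (3D7) with his tag at 25 nM final met compounds first, then biotinylated RON2 peptide at 25 nM; detection used donor plus acceptor beads, 10 µg/mL apiece, read by AlphaScreen after 30 min at room temperature.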
Sm TGR inh: S. mansoni TGR enzyme inhibition; Q962Y6; purified TGR, DTNB reduction, TNB absorbance 405 nm; Potency, µM (doses to about 114 µM), for inactives: top-dose activity change, negative = inhibition, actives largely listed as inhibitors; 360,000 tested, 3% active; further: potency means the concentration at half of the fitted maximal effect; nearly all actives have a fitted effect of over 60% in size
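First, TGR (20 nM dispensed) and NADPH were mixed with compound. Second, a 15 min room-temperature incubation followed. Third, further NADPH and then DTNB were added to start the reaction. Finally, TNB absorbance was monitored kinetically.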
AmpC inh detg: inhibitors of E. coli AmpC beta-lactamase with detergent; 370,000 tested, 0.041% active; AmpC hydrolysis of nitrocefin, absorbance 480 nm, 0.01% Triton; Potency, µM (top dose mostly 114 µM), for inactives: top-dose activity change, negative = inhibition, usual class: inhibitors;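 further: potency means the concentration at half of the fitted maximal effect; 0% = no-compound wells and -100% = no-enzyme wells; nearly all actives have a fitted effect of over 25% in size; some results filed as inactive show a strong effect at the top dose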
Target sequence (P00811 whole entry, looked up): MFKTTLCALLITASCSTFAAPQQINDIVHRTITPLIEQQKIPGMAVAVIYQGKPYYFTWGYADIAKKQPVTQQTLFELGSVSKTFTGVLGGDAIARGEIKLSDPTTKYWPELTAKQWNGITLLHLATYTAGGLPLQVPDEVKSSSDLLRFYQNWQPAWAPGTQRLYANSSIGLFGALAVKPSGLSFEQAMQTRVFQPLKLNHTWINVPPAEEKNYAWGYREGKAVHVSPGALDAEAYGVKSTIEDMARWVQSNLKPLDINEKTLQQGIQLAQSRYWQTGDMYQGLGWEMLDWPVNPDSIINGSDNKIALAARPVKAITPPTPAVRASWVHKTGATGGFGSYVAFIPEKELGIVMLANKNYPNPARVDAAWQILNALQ
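20 mM phosphate pH 7.0 + 0.01% (detergent screen) or 0.0001% Triton X-100; 5.3 nM AmpC reagent; cpd preinc 15 min RT; nitrocefin (800 uM stock) to start; A480 q20 s × 4 min; Activity was normalised to no-enzyme and no-compound control wells.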
* hit, by the source's call; ? = inconclusive; · = not tested or not shown; & = joins results of further samples; ! = repeats disagree; [ ] = remark or other dose. Unless noted, the call rests on the fitted dose curve; in most records, active means well fitted curve in the direction sought with a large enough effect; inconclusive means small, poorly fitted or top-dose-only effect, or another doubt; inactive means no such curve, though single readings can be large; an effect the other way counts as inactive or inconclusive. Unless noted, on the % scale 0 is the no-effect control and ±100 the full control effect.

SMILES	Giardia FBPA inh	HCV inhibitor	HCMV inh	AMA1-RON2 inh	Sm TGR inh	AmpC inh detg
Cc1cccc(C)c1NC(=O)c1ccc2c(c1)N(Cc1cccc(Cl)c1)C(=O)c1ccccc1S2=O (configuration not stated)	·	·	5	·	7%	6%
COc1ccc2c(c1OC)C(=O)N1C2SC(C)(C)[C@H]1C(=O)NC1CC1 (some centres not stated)	?	1%	31	-8%	4%	?
Cc1ccc2nc(NC(=O)C3CCN(c4ncnc5sc(C)c(C)c45)CC3)sc2c1	·	9%	·	-12%	-1%	-7%
O=C(CSc1nccn(-c2ccc(F)c(F)c2)c1=O)NC1CCCC1	·	19%	-9	4%	6%	?
COc1ccc(Cn2c(CNC(=O)c3ccc(N(C)C)cc3)nc3cccnc32)cc1	·	·	23	·	1%	-1%
COc1ccc(Nc2nc(C)nc3c2nnn3Cc2ccccc2)cc1OC	-9%	?	24	6%	-7%	1%
CCCSc1ccc([C@@H]2[C@@H]3C(=O)N(CC)C(=O)[C@@H]3[C@]3(C(=O)OC)CCCCN23)cc1	·	-12%	-17	-4%	·	·
CC(C)CC1(C)NC(=O)NC1=O (configuration not stated)	-7%	6%	9	-2%	1%	-13%
COCc1ccc([C@@H]2C[C@H]3CN(Cc4ccccc4C)C(=O)[C@]34CCCN24)o1	0%	-13%	-29	-5%	-36%	4%
O=C(CN1CCOCC1)Nc1ccc(Br)cn1	6%	7%	9	-11%	0%	4%
O=C(Nc1cccnc1)c1cc(-c2cc(Cl)ccc2O)n[nH]1	0%	-12%	27	77%[activator]	0%	6%
COc1ccc(N2CCN(C(CNC(=O)C(=O)NCc3ccc(C)cc3)c3cccnc3)CC2)cc1 (configuration not stated)	·	·	-27	·	-1%	8%
O=C(COC(=O)Cc1c(F)cccc1Cl)NCc1ccc2c(c1)OCO2	·	-10%	29	20%	·	·
Cc1ccc(C(O)c2cccnc2)o1 (configuration not stated)	-15%	-30%	74	0%	?	-8%
O=C(CCN1C(=O)c2cccnc2C1=O)NC1CCCCCC1	-12%	3%	-8	?	4%	4%
Cc1ccccc1N1CC(C(=O)N2CCc3ccccc32)CC1=O (configuration not stated)	·	-5%	-4	-1%	6%	?
CCc1cc(-c2[nH]ncc2-c2ccc(OC)cc2)c(O)cc1O	14%	4µM*	-98*	66%[activator]	0%	1%
CC1=NOC(=O)/C1=C/c1ccc(-c2ccc(Cl)cc2)o1	-13%	·	·	·	-35%	?
N#Cc1ccsc1NC(=O)CN1CCN(c2ccc(O)cc2)CC1	-24%	?	-22	11%	-2%	-7%
Cc1ccc(C(=O)CCC(=O)NC2CCCC(C)C2C)cc1 (configuration not stated)	0%	-1%	-23	0%	-1%	5%
CCCCOc1ccc(C(=O)NCC(=O)N2CC(C)OC(C)C2)cc1 (configuration not stated)	·	10%	-21	40%[activator]	0%	-6%
CC(C(=O)Nc1ccccc1C(=O)N1CCOCC1)N(c1ccccc1)S(C)(=O)=O (configuration not stated)	4%	10%	5	4%	0%	-9%
CN1CC(=O)N(CCOc2ccccc2)C1=O	5%	14%	-24	-21%	4%	2%
O=C(COc1ccc2c3c(c(=O)oc2c1)CCC3)N1CCN(c2ccccc2)CC1	·	-5%	-35	-6%	3%	3%
CC(C)NC(=O)CSc1nc(N)c(NC(=O)c2ccco2)c(=O)[nH]1	-7%	-6%	-23	1%	-8%	2%
COc1ccccc1CNC(=O)c1sccc1C	-4%	12%	8	7%	4%	?
CC1(C)Cc2ccccc2-c2nc(NCCO)n(-c3ccccc3)c(=O)c21	10%	-6%	37	2%	2%	-4%
CC1(C)Cc2cccc(OCC(O)CN3CCN(c4ccccn4)CC3)c2O1 (configuration not stated)	2%	-1%&-23%	-27	-1%	-1%	-3%
COc1ccc(N(CC(=O)N2CCN(c3cccc(Cl)c3)CC2)S(=O)(=O)c2c(C)noc2C)cc1	·	?	-67*!	-1%	-5%&-1%	4%&-3%
CCCCNS(=O)(=O)/C=C/c1ccccc1	4%	10%	0	4%[2.32 µM]	7%	2%
CC12CNCC(C)(CN(C(c3ccccc3)c3ccccc3)C1)C2	-3%	?	?	-2%	2%	-2%
Oc1ccc[n+](CCCCC[n+]2cccc(O)c2)c1	-3%	10%	-13	4%	-4%	2%
Cc1ccc(CNC(=O)C(=O)NCC(c2ccco2)S(=O)(=O)c2ccc(C)cc2)cc1 (configuration not stated)	·	·	34	·	-23%	-1%
CCOc1ccc(CC(=O)N2CCC3(CC2)NCCc2[nH]cnc23)cc1	·	5%	0	-9%	-7%	-5%
O=C(CCN1CCCCCC1)Nc1ccc(F)cc1	-3%	3%	0	-12%	2%	1%
Cc1cccc(N2CC(C(=O)NCCC3=CCCCC3)CC2=O)c1C (configuration not stated)	·	?	-14	-1%	-4%	-11%
CCOC(=O)N1CCC(NCc2c(C(=O)N(C)Cc3ccccc3)nc3ccccn23)CC1	2%	5%	12	15%	?	-3%
C=CCN(CC=C)C(=S)Nc1ccc2nsnc2c1	10µM*	2%	-4	5%	?	4%
COc1ccc(C(CCNCc2ccc(N(C)C)cc2)c2ccccc2OC)cc1 (configuration not stated)	11%	?	-22	13µM*	-8%	-4%
CCC1(C)Cc2ccccc2-c2c1c(=O)n(-c1ccc(C)cc1)c1nnnn21 (configuration not stated)	3%	-3%	16	7%	0%	1%
CCN(CC)C(=O)c1c(Cl)nc(C)c([N+](=O)[O-])c1C	1%	38%[activator]	-15	15%	5%	-9%
CCCc1cc(=O)[nH]c2nnc(SCCC(C)C)n12	·	·	?	·	12%	1%
COc1ccc(-c2nc(N)n[nH]2)cc1OC	18%	10%	32	7%	0%	?
CCN(CC)S(=O)(=O)c1ccc(N2CCCC2)c(NS(=O)(=O)c2ccccc2)c1	5%	?	-20	1%	-10%	?
Clc1ccc(OCc2noc(-c3ccsc3)n2)c(Cl)c1	-5%	-8%	100	5%	6%	-2%
CC(CCc1ccccc1)NC(=O)COC(=O)c1cc(NS(=O)(=O)c2ccc(Cl)c([N+](=O)[O-])c2)ccc1O (configuration not stated)	3%	?	-16	2%	-11%	-8%
Cc1nnc(NC(=O)c2cc(S(=O)(=O)N3CCCCC3)ccc2Cl)s1	·	11µM*	0	0%	5%	3%
Cc1ccc(S(=O)(=O)N2CCC(NC(=O)c3cccc(F)c3)CC2)cc1	-4%	2%	24	-10%	7%	1%
CCC(=O)Nc1nnc(-c2ccc(OC)cc2)o1	0%	-1%	18	110%[activator]	-1%	?
CC(=O)c1ccc(N(C(=O)Cn2nnc(-c3ccccc3)n2)C(C(=O)NC2CCCCC2)c2ccccn2)cc1 (configuration not stated)	-1%	-10%	10	7%[2.32 µM]	5%	-14%
COCCN(C(=O)c1ccc(-c2ccc(Cl)cc2)o1)c1c(N)n(CC(C)C)c(=O)[nH]c1=O	·	7%	16	-1%	-25%	-2%
CCN(CC(=O)Nc1ccc(NC(C)=O)cc1)C(=O)c1c(-c2c(F)cccc2Cl)noc1C	·	·	3	-5%	5%	4%
Cc1cccc(CCn2c(=O)c3ccccc3n(Cc3ccccc3C)c2=O)c1	·	·	8	·	9%	12%
CCCC[N+]12CCC(CC1)C(=C(c1ccccc1)c1ccccc1)C2	5%	12%	-29	5%	-28%	-7%
Cc1ccc(NC(=O)Cn2nnc(C(=O)Nc3ccc(C)c(C)c3)c2N)cc1	7%	?	48	-20%	-3%	0%
O=C(Nc1nnc(C2CC2)s1)c1cccnc1Oc1ccc(Cl)cc1	5%	6%	-3	0%	0%	-2%
COCCCNC(=O)c1ccc(C(=O)NCCCOC)cc1	-2%	·	20	5%	-9%	-17%
CC(C)N(C(=O)CSc1nnc(-c2ccc3c(c2)OCO3)n1C)C(C)C	8%	5%	-7	-13%	-2%	1%
O=S(=O)(c1ccc2ccccc2c1)N1CCN(CCO)CC1	-5%	-4%	7	2%	1%	-2%
O=C(Nc1nc(-c2cc(Cl)sc2Cl)cs1)c1ccc(Br)s1	-2%	?	-11	-5%	1%	?

Five entries picked at random from those above:
SMILES	Giardia FBPA inh	HCV inhibitor	HCMV inh	AMA1-RON2 inh	Sm TGR inh	AmpC inh detg
Cc1ccc(C(=O)CCC(=O)NC2CCCC(C)C2C)cc1 (configuration not stated)	0%	-1%	-23	0%	-1%	5%
Cc1ccc(S(=O)(=O)N2CCC(NC(=O)c3cccc(F)c3)CC2)cc1	-4%	2%	24	-10%	7%	1%
O=S(=O)(c1ccc2ccccc2c1)N1CCN(CCO)CC1	-5%	-4%	7	2%	1%	-2%
O=C(Nc1nnc(C2CC2)s1)c1cccnc1Oc1ccc(Cl)cc1	5%	6%	-3	0%	0%	-2%
CC1=NOC(=O)/C1=C/c1ccc(-c2ccc(Cl)cc2)o1	-13%	·	·	·	-35%	?

Next entries follow:
SMILES	Giardia FBPA inh	HCV inhibitor	HCMV inh	AMA1-RON2 inh	Sm TGR inh	AmpC inh detg
CCc1ccc(N2CC(C(=O)Nc3ccc(S(=O)(=O)N4CCOCC4)cc3)CC2=O)cc1 (configuration not stated)	·	-26%	-25	14%	1%	-16%
CC(C)(C)NC(=O)NC(=O)CSc1n[nH]c(-c2ccccc2Br)n1	-11%	-22%	-19	1%	-7%	?
COc1ccc(NC(=O)CN2CCc3ccccc3C2)cc1	·	13%	30	-27%	·	·
Cc1ccc(S(=O)(=O)N2CCCOC2CNC(=O)C(=O)NC2CCCCC2)cc1 (configuration not stated)	4%	0%	?	-15%	-10%	3%
Cc1ccc(C(=O)NCCc2ccc(S(N)(=O)=O)cc2)cc1[N+](=O)[O-]	5%	-12%	67	-5%	-16%	-3%
COC(=O)c1ccc(Oc2cc(C)nc(SC)n2)cc1	2%	-8%	?	-3%	0%	?
O=c1c(C(c2ccc(F)cc2)c2c(O)nc3n(c2=O)CCS3)c(O)nc2n1CCS2	5%	5%	12	0%	0.79µM*	2%
Cn1c(=O)c2[nH]c(NN=Cc3ccc(F)cc3)nc2n(C)c1=O	·	-2%	-1	56%[activator]	·	·
O=C(O)CSc1nnc(NC(=O)c2ccc3c(c2)OCO3)s1	-1%	17%	-6	-6%	5%	0%
O=C(Nc1sc2c(c1C(=O)O)CCCC2)c1ccc(F)cc1	?	4%	19	-1%	-20%	-13%
COCCn1c(SCC(=O)N2CCCCCC2)nc2c(c1=O)SCC2	·	·	-8	-15%	4%	3%
OCCCCNCc1ccc(OCc2ccc(Cl)cc2Cl)cc1	-1%	6.3µM*	-15	0%	6%	0%
Cn1c(=O)[nH]c2cc(-c3noc(-c4cccc(Cl)c4)n3)ccc21	·	·	3	·	-1%	-3%
Cc1cc(C)cc(NC(=O)CN2C(=O)NC(C)(c3ccccc3)C2=O)c1 (configuration not stated)	-5%	9%	-1	11%	8%	-10%
O=C(NCCC1=CCCCC1)C(=O)NCC1OCCCN1S(=O)(=O)c1ccc(F)cc1 (configuration not stated)	0%	8%	4	22%	5%	?
COc1cc(C2Nc3c(C)cc(C)cc3-c3cc(C)nn32)cc(OC)c1O (configuration not stated)	·	·	-14	·	3%	16%
Cc1ccc(-n2ncc3c(=O)n(CC(=O)NCc4ccco4)cnc32)cc1C	3%	-4%	69	-5%	?	?
